NR2E3 ag-1: inhibitors of NR2E3-RetCOR corepressor binding, primary screen, NR2E3 agonist project, biochemical, TR-FRET, GST-NR2E3, biotin-RetCOR; Photoreceptor-specific nuclear receptor (Homo sapiens), Q9Y5X4; AID 2300, 2010; 1536-well; 320,000 tested, 0.12% active; inhibition of corepressor binding, % at 4.78 µM;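 active = percent inhibition above the cutoff of mean plus 3 SD of all tested compounds, set per screening campaign, cut at about 20% in these data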;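 note: 0% = DMSO wells and 100% = biotin wells as full block of FRET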
Target sequence (Q9Y5X4 whole entry, looked up): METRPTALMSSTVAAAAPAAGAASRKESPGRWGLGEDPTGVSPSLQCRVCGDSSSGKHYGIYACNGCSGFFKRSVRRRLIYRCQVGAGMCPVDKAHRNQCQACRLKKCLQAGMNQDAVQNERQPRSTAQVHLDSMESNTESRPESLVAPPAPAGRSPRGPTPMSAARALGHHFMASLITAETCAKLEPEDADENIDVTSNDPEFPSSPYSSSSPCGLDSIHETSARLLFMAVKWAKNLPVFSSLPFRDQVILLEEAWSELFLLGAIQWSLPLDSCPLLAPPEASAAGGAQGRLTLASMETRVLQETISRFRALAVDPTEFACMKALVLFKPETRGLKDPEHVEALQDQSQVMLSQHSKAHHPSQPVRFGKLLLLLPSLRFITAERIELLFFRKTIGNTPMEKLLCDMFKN
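System: GST-NR2E3 and biotin-RetCOR proteins; probe or stimulus: 7 nM biotin-RetCOR; doses: compound at 4.8 µM, single dose; schedule: Compound–protein incubation for 5 h at 4 °C; detection: time-resolved FRET; read-out: percent inhibition; controls: biotin wells as high control, 0.6% DMSO wells as low control; format: 1536-well plates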
Shn3 inh set2: reduction of Shn3 3'UTR firefly luciferase signal, primary screen, Schnurri-3 inhibitor project, cell-based, Clone20 osteoblasts, set 2. inhibition, % at 12.5 µM. Clone20 osteoblast Shn3 3'UTR firefly luciferase, 24 h. 360,000 tested, 0.52% active;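 active = mean inhibition of at least 75% with every replicate also reaching 75%; inconclusive = mean inhibition at least 75% but some replicate below; inactive = mean inhibition below 75%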;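 note: 0% = median of neutral control wells and 100% = pilot-screen positive control compound; some compounds past the cut are filed as inactive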
C8 TRAIL sens: viability loss with TRAIL in NB7+C8 cells, primary screen, TRAIL sensitizer project, cell-based, ATPlite luminescence | inhibition (viability loss, TRAIL sensitization), % at 10 µM | 360,000 tested, 1% active;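 active = compounds causing at least 50% loss of cell viability in the single-dose screen, relative to plate controls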
LMP1 NFkB inh: EBV LMP1-driven NF-kappaB luciferase reporter inhibitors, primary screen, cell-based, luminescence, single point; inhibition, % at 12.5 µM; AID 504558, 2011; LMP1-induced NF-kappaB luciferase reporter cells; 350,000 tested, 0.69% active; in the data active = inhibition above about 41%; inconclusive = no clear call, values can overlap the other calls;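 note: 0% = neutral control wells and 100% = reference inhibitor control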
HIF-2a block: HIF-2a reporter inhibitors, primary screen, luminescence, 786-0 RCC cells; 786-0 RCC cells HIF-2a reporter, luciferase luminescence, overnight; inhibition, % at 18.8 µM; 360,000 tested, 0.72% active; AID 624352, 2012;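 active = inhibition of the luminescence signal of 40% or more relative to plate controls, in a single-dose primary screen at 18.75 µM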
TRPM1 prom inh: inhibitors of MITF-dependent TRPM1 promoter reporter, primary screen, cell-based, SK-MEL-5, single point, luciferase. 330,000 tested, 0.83% active. inhibition, % at 12.5 µM. SK-MEL-5 TRPM1 promoter luciferase, 24 h;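 active = mean inhibition across replicates of 60% or more, whatever share of single replicates reaches that level; inconclusive = some that reach 60%, reason not given; inactive = mean inhibition across replicates below 60%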; note: values of inactives mirror those of a sister screen read the other way
hiPSC survival: enhancers of single-cell hiPSC survival, primary screen, ATPlite luminescence. 100% = ROCK inhibitor wells, 0% = DMSO. survival enhancement, % at 20 µM. AID 602274, 2012. 360,000 tested, 0.044% active; in the data active = survival enhancement above about 18%;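 note: cells exposed to compounds for 16 hours before the ATP read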
NR2E3 ag-2: NR2E3 agonists in two-hybrid cells, primary screen, cell-based, luminescence, CHO-S, Gal4-NCOR/VP16-NR2E3; Photoreceptor-specific nuclear receptor (Homo sapiens), Q9Y5X4; luciferase; inhibition of corepressor binding, % at 3.98 µM; 360,000 tested, 0.35% active; AID 602229, 2012;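 active = inhibition above the mean of all tested compounds plus 3 SD, cut at about 70% in these data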;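 note: 0% = DMSO with NR2E3 transfected cells and 100% = cells lacking NR2E3 construct; higher means lower luciferase signal from less NR2E3 corepressor binding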
CF NFkB block: inhibitors of PAF-induced NF-kB signaling, primary screen, cell-based, GFP fluorescence, uHTS; KKLEB NF-kB-GFP reporter, GFP fluorescence overnight; 360,000 tested, 0.86% active; inhibition, % at 5 µM;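 active = at least 50% inhibition at 5 µM, scaled per plate between neutral and stimulator controls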;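 note: PAF is a Pseudomonas aeruginosa culture filtrate used as stimulus; plate controls were PAF-stimulated DMSO wells for no effect and unstimulated DMSO wells for full effect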
KKLEB tox: cytotoxicity in KKLEB CF airway cells, primary screen, cytotoxicity control for CF NF-kB inhibitor project, cell-based, uHTS, fluorescence assay plates. KKLEB CF airway cells viability, ATPlite luminescence, overnight; hits give low values; cells stimulated with P. aeruginosa culture filtrate. activity change (cytotoxicity), % at 5 µM. 360,000 tested, 0.36% active;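 active = corrected activity change at or below -50% at 5 µM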
Peg3 prom inh: Peg3 promoter-driven luciferase inhibitors, primary screen, cell-based, HeLa, luciferase luminescence | 360,000 tested, 1.7% active | HeLa PEG-Prom luciferase reporter, overnight | inhibition, % at 20 µM;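 active = inhibition of at least 50% at 20 µM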
The depositor's hits bear a star; ? = inconclusive; . = not tested or not shown. Not all compounds are listed; rates above refer to the full screens.

SMILES	NR2E3 ag-1	Shn3 inh set2	C8 TRAIL sens	LMP1 NFkB inh	HIF-2a block	TRPM1 prom inh	hiPSC survival	NR2E3 ag-2	CF NFkB block	KKLEB tox	Peg3 prom inh
CC(Sc1ccc(Cl)cc1)C(=O)NNC(=O)c1csc(N2CCOCC2)n1 (configuration not stated)	2	5	11	0	16	11	-0.4	12	-8	12	18
OCCC1CN(C/C(Cl)=C/c2ccccc2)CCN1C1CCCC1 (configuration not stated)	-2	4	1	-12	16	-10	0.5	24	3	-5	9
Cc1cccc(Oc2ccc(NS(=O)(=O)c3ccc(C)c(C(=O)O)c3)cc2)c1	4	-13	10	-7	8	9	-1.2	-5	3	2	6
CC(=O)N1Cc2ccccc2C(C)CC12CCCC2 (configuration not stated)	2	17	9	10	14	-5	0.3	27	-2	-7	23
O=C1/C(=C\c2cccs2)N=C(c2cccs2)N1Nc1ccccc1	-1	-7	22	-1	-79	2	-2.7	-5	-28	22	-28
COC1(OC)C(/C=C/c2ccc(C)cc2)C(C#N)(C#N)C1(OC)OC (configuration not stated)	-3	?	-10	3	43*	28	-2.3	77*	19	-11	22
CC1Cc2nc(SCC(=O)Nc3nccs3)n(Cc3ccccc3)c(=O)c2S1 (configuration not stated)	5	21	1	-32	-54	.	-2.7	-18	-18	2	-12
O=C(CSc1nnc(NC2CCCCC2)s1)NC1CCS(=O)(=O)C1 (configuration not stated)	1	-10	-2	5	-16	6	-3.1	5	12	4	2
O=C1C(Cl)=C(Nc2ccccc2O)C(=O)N1CCc1ccccc1	-3	-102	-2	-1	-118	2	0.0	-68	-15	14	-130
CN(C)CCOC(=O)C12CC3CC(CC(C3)C1)C2	0	6	-14	-7	11	-3	0.0	-18	5	0	7
Cc1cc(=O)cc(C)n1-c1ccccc1N	0	3	-12	-26	11	-2	-0.1	15	3	-1	7
COc1cccc(CNC(=O)C(=O)NCCC2CCCCN2S(=O)(=O)c2ccc(C)cc2)c1 (configuration not stated)	-2	13	1	-5	30	19	-0.4	-13	22	-30	33
CCCn1c(=O)n(C)c(=O)c2c(SCC(=O)NCc3ccco3)nc(C3CC3)nc21	-1	22	-4	9	4	4	4.7	-7	16	-7	14
COc1cc(N/C=C2\CC(=O)NC(C)=C2C#N)cc(OC)c1OC	1	-3	0	-4	15	1	1.1	-34	-1	3	3
CCCCc1c(O)nc2ccccn2c1=O	4	-9	6	-6	7	8	4.4	-20	-18	11	-12
COc1cccc(NC(=S)N2CCC(NC(=O)C3CCCCC3)CC2)c1	8	2	-6	-3	2	2	-0.4	1	12	0	6
COc1ccc(C)cc1NC(=O)CSc1nnc(CC(=O)Nc2ccccc2F)n1C	3	8	2	-2	11	4	1.7	7	-24	6	7
CCOc1ccc(OCCCCOc2ccccc2C(C)=O)cc1	2	7	11	5	8	6	-0.3	-22	10	-3	12
O=C(Nc1nc(=O)c2ccccc2s1)c1ccc(Cl)cc1	1	-43	67*	-22	-161	-10	-0.3	-6	4	10	-216
COc1cc2c(cc1OC)C1(CCCC1)CNC2C (configuration not stated)	2	-11	-24	2	15	-12	-0.1	-4	15	-8	-11
Cc1nnc(NC(=O)c2ccc3ccccc3n2)s1	0	-90	31	-28	-190	-46	-0.5	-97	-5	-13	-206
CCOc1ccc2c(=O)c(-c3ccc4c(c3)OCCCO4)c(C)oc2c1	0	18	7	-3	-53	3	-1.3	-2	-9	12	-23
CCOc1ccccc1N(CC(=O)N1CCOCC1)S(=O)(=O)c1ccccc1	0	-5	-8	-14	6	-6	-1.0	-13	0	9	1
Cc1csc(NC(=O)c2ccc(S(C)(=O)=O)cc2)n1	5	-65	2	-12	-161	-32	-0.8	-37	15	-7	-143

Ordered by molecular weight (falling): 6 of the compounds above.
SMILES	NR2E3 ag-1	Shn3 inh set2	C8 TRAIL sens	LMP1 NFkB inh	HIF-2a block	TRPM1 prom inh	hiPSC survival	NR2E3 ag-2	CF NFkB block	KKLEB tox	Peg3 prom inh
COc1cc(N/C=C2\CC(=O)NC(C)=C2C#N)cc(OC)c1OC	1	-3	0	-4	15	1	1.1	-34	-1	3	3
CCOc1ccc(OCCCCOc2ccccc2C(C)=O)cc1	2	7	11	5	8	6	-0.3	-22	10	-3	12
O=C(Nc1nc(=O)c2ccccc2s1)c1ccc(Cl)cc1	1	-43	67*	-22	-161	-10	-0.3	-6	4	10	-216
Cc1csc(NC(=O)c2ccc(S(C)(=O)=O)cc2)n1	5	-65	2	-12	-161	-32	-0.8	-37	15	-7	-143
Cc1nnc(NC(=O)c2ccc3ccccc3n2)s1	0	-90	31	-28	-190	-46	-0.5	-97	-5	-13	-206
CCCCc1c(O)nc2ccccn2c1=O	4	-9	6	-6	7	8	4.4	-20	-18	11	-12

Continuation.
SMILES	NR2E3 ag-1	Shn3 inh set2	C8 TRAIL sens	LMP1 NFkB inh	HIF-2a block	TRPM1 prom inh	hiPSC survival	NR2E3 ag-2	CF NFkB block	KKLEB tox	Peg3 prom inh
COc1cccc(CC(NC(C)=O)C(=O)NC2CCN(c3nnnn3-c3ccccc3)CC2)c1OC (configuration not stated)	-3	-11	-6	5	4	3	4.0	-4	-14	10	3
CCOC(=O)C1(C)CCCN(C(=O)c2c(F)ccc(C)c2F)C1 (configuration not stated)	.	-15	1	.	1	.	1.8	-16	3	10	-6
CC(C)C(=O)Nc1ccc(C(=O)Nc2ccc(S(=O)(=O)N3CCOCC3)cc2)cc1	-1	19	-6	6	15	4	1.6	7	18	4	3
CCOC(=O)CSc1nnc(CNC(=O)c2ccco2)n1-c1ccc(F)cc1	3	-6	-4	2	12	5	-1.2	7	-9	7	9
C(=C\c1ccccc1)/CN1CCN(C(CCc2ccccc2)c2nnnn2C2CCCC2)CC1 (configuration not stated)	.	9	28	.	-25	.	-1.4	-7	22	-17	-15
Cc1cccc(-n2c(SCC(=O)N(C)C3CCS(=O)(=O)C3)nc3ccccc3c2=O)c1C (configuration not stated)	-6	7	-8	6	9	1	-0.3	-23	-6	12	16
COC(=O)c1cccc2c1-c1ccccc1/C2=N\NC(N)=O	-1	1	-12	-2	14	18	-0.6	-8	-107	2	42
O=C(Nc1cc(SCCO)cc([N+](=O)[O-])c1)c1ccc(Br)o1	2	42	7	11	2	-1	0.3	-29	1	5	19
COc1ccc(NS(=O)(=O)c2ccc(C)c(C(=O)NCCCn3ccnc3)c2)cc1	.	-5	-2	-4	13	.	2.3	-25	3	8	3
COC(=O)CSC1=C(C#N)C(c2ccc(C(C)C)cc2)CC(=O)N1 (configuration not stated)	0	17	-5	3	15	.	0.7	9	-4	-2	8
COc1ccc(C(=O)NCC(=O)OCC(=O)Nc2cc([N+](=O)[O-])ccc2F)cc1	5	11	7	-9	8	4	0.1	4	-6	17	7
O=C(COC(=O)C1CC(=O)N(c2ccc3c(c2)OCCO3)C1)Nc1ccc2c(c1)CCC2 (configuration not stated)	0	16	4	-2	8	-8	1.1	8	-4	-4	-3

Overlap with the part before: four compounds, then new ones.
SMILES	NR2E3 ag-1	Shn3 inh set2	C8 TRAIL sens	LMP1 NFkB inh	HIF-2a block	TRPM1 prom inh	hiPSC survival	NR2E3 ag-2	CF NFkB block	KKLEB tox	Peg3 prom inh
COc1ccc(NS(=O)(=O)c2ccc(C)c(C(=O)NCCCn3ccnc3)c2)cc1	.	-5	-2	-4	13	.	2.3	-25	3	8	3
COC(=O)CSC1=C(C#N)C(c2ccc(C(C)C)cc2)CC(=O)N1 (configuration not stated)	0	17	-5	3	15	.	0.7	9	-4	-2	8
COc1ccc(C(=O)NCC(=O)OCC(=O)Nc2cc([N+](=O)[O-])ccc2F)cc1	5	11	7	-9	8	4	0.1	4	-6	17	7
O=C(COC(=O)C1CC(=O)N(c2ccc3c(c2)OCCO3)C1)Nc1ccc2c(c1)CCC2 (configuration not stated)	0	16	4	-2	8	-8	1.1	8	-4	-4	-3
O=C(Cc1ccccc1)NCC(=O)N/N=C/c1ccc(Cl)cc1	0	-4	0	7	22	13	2.5	5	-6	8	-3
O=C(c1ccc(S(=O)(=O)N2CCOCC2)cc1)N1CCN(C2=NS(=O)(=O)c3ccccc32)CC1	-5	9	-2	-16	7	2	5.3	13	-2	2	13
CCCCNC(=O)N1CCN(Cc2ccc(F)cc2)CC1	3	11	-5	?	13	-1	-1.3	-11	-15	-6	5
O=C(CCc1nnc(CCCCc2ccccc2)o1)N1CCCCC1CCO (configuration not stated)	3	-1	-6	-1	15	-8	-0.5	-2	6	-14	3
Cc1cc(C)nc(Nc2nc(-c3ccccc3)cs2)n1	-1	-27	77*	-54	-79	0	-0.4	-142	5	-45	-159
CN(C(=O)Cc1ccccc1)n1cnnc1	5	2	5	-15	11	-6	9.5	7	-4	-2	30
CC(C)(C)n1nnnc1C(c1ccccc1OC(F)(F)F)N1CCN(C/C=C/c2ccccc2)CC1 (configuration not stated)	.	42	-12	.	-17	.	-3.8	25	22	-20	22

Source: PubChem
